Screens deposited in PubChem by National Center for Advancing Translational Sciences (NCATS).
Chronic BCR inh: inhibitors of chronic active B-cell receptor signaling; actives 0.05% (n = 340,000); Potency, µM (titrated, usually from 46.1 µM), for inactives: at the highest dose ratio change, negative = lower green/red ratio, hits mostly inhibitors; ABC-DLBCL IkBa-CBG/CBR reporter, luminescence ratio, 4 h; active means well fitted inhibition curve with a large enough effect in the signal ratio, with a control signal flat, not every such curve was filed as active; inconclusive means small, poorly fitted or top-dose-only effect, or effect the other way, or a change in a side signal; the % refers to the signal ratio;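 further: potency means the concentration at half of the fitted maximal effect; plate controls were basal doxycycline-induced cells for no effect and cells given 10 µM MG132 for full effect; MG132 reads +100%, hits lower the ratio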
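Compounds up to 46 uM were incubated four hours with TMD8 cells whose green CBG68 luciferase is fused to IkappaBalpha; red CBR luminescence normalised the signal, and concentration-effect curves were fitted to fusion, red and ratio data.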
USP2a block: USP2a (human) protease inhibition | actives 0.01% (n = 330,000) | Potency, µM (titrated, usually from 38.3 µM), without a hit: top-dose activity change, negative = inhibition, actives largely listed as inhibitors | O75604 | USP2 core, Ub-CHOP2 coupled fluorogenic reporter, 485/531;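 further: potency means the concentration at half of the fitted maximal effect; plate controls were DMSO wells for no effect and full inhibition by NEM control for full effect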
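Deubiquitinase activity read as fluorescence (485/531 nm) after Ub-CHOP2 cleavage activates the enterokinase reporter on its substrate; USP2 core 10nM, Ub-CHOP2 and substrate 25nM each, 30min compound preincubation then 60min RT; data normalized to NEM, curves fitted.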
MBNL1-CUG inh: inhibitors of human MBNL1 binding to CUG repeat RNA; TR-FRET MBNL1-His/biotin-(CUG)12 binding, 665/545 ratio; Potency, µM (series often up to 57.5 µM), for inactives: at the highest dose activity change, negative = inhibition, actives largely listed as inhibitors; actives 0.036% (n = 280,000); AID 2675; active means well fitted inhibition curve with a large enough effect in the signal ratio, with a control signal flat, not every such curve was filed as active; inconclusive means small, poorly fitted or top-dose-only effect, or effect the other way, or a change in a side signal; inactive means no such curve, though single readings can be large or run the other way; the % refers to the signal ratio; further: potency means the concentration at half of the fitted maximal effect; on the % scale 0 is the no-effect control and ±100 the full control effect
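TR-FRET readout: Ex 340 nm, 665/545 nm emission ratio, normalized to buffer-only (basal) and MBNL1-(CUG)12 controls. Complex of MBNL1-His with Biotin-(CUG)12, compounds 92 nM–58 uM, incubated 60 min at room temperature.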
S-ASM inh: human S-ASM enzyme inhibition. Potency, µM (series often up to 57.5 µM), for inactives: at the highest dose activity change, negative = inhibition, hits mostly inhibitors. AID 504937. actives 0.006% (n = 340,000). P17405. placental ASM, HMU-PC fluorogenic substrate, 60 min; further: potency means the concentration at half of the fitted maximal effect
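Fluorescence read-out (Ex 386 nm, Em 447 nm) after stopping the reaction at pH 10. Enzyme: ASM from human placenta; substrate HMU-PC0, 9 uM final; 60 min, 37 °C. Compound preincubation 10 min, ambient temperature.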
Mito fusion yeast: mitochondrial division inhibition or fusion activation; actives 0.23% (n = 320,000); Potency, µM (series often up to 46.1 µM), for the others: at the top dose growth rescue (activation), most hits filed as activators; S. cerevisiae fusion-defective mutant growth rescue, CellTiterGlo 48 h;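 further: potency means the concentration at half of the fitted maximal effect; % of control where 0% means no effect; nearly all actives have a fitted effect of over 45% in size; temperature-sensitive fusion mutants such as fzo1-1 at 37 °C on non-fermentable ethanol glycerol medium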
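Yeast fusion mutant, YPEG (non-fermentable carbon), compound, 48 h at 37C non-permissive; CellTiterGlo added, 10 min RT, luminescence read. Rescued growth = division inhibition.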
Menin-MLL TR inh: inhibitors of human menin-MLL interaction, mutant MLL peptide; actives 0.23% (n = 270,000); Potency, µM (doses to about 61.6 µM), without a hit: at the top dose FP activity change, negative = inhibition, hits mostly inhibitors; Menin + Texas Red MLL mutant peptide, fluorescence polarization; O00255; AID 1768; active means well fitted inhibition curve with a large enough effect in the polarisation, with a control signal flat, not every such curve was filed as active; inconclusive means small, poorly fitted or top-dose-only effect, or effect the other way, or a change in a side signal; inactive means no such curve, though single readings can be large or run the other way; the % refers to the polarisation; further: potency means the concentration at half of the fitted maximal effect; % of control where 0% means no effect; many of its hits are not listed in these tables
PKM2 act: increases activity of human pyruvate kinase M2; actives 0.34% (n = 260,000); P14618; Potency, µM (top dose mostly 57.5 µM), inactives show at the top dose activation, most hits filed as activators; purified PKM2, Kinase-Glo ATP luminescence, activation; response scale: 0% is enzyme alone, no compound; further: potency means the concentration at half of the fitted maximal effect; on the % scale 0 is the no-effect control and ±100 the full control effect; nearly all actives have a fitted effect of over 55% in size
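ATP formation by purified human PK-M2, quantified via coupled luciferase luminescence after 1 h at room temperature with 0.1 mM ADP and 0.5 mM PEP final.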
GALK inhibitor: blocks human galactokinase activity; Purified GALK, Kinase-Glo residual ATP luminescence; Potency, µM (series often up to 57.5 µM), for inactives: at the top dose activity change, negative = inhibition, hits mostly inhibitors; actives 0.007% (n = 270,000); P51570; further: potency means the concentration at half of the fitted maximal effect; on the % scale 0 is the no-effect control and ±100 the full control effect
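GALK at 5 nM final was combined with compound, 35 uM ATP and 100 uM galactose in HEPES pH8.0 with MgCl2 and DTT. The reaction ran one hour at room temperature before luminescent ATP detection.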
TSHR antag: antagonists of human thyroid stimulating hormone receptor | P16473 | TSHR-expressing cells, TSH-stimulated cAMP HTRF, 2 h; active compounds read low | activity change, negative = inhibition, % at 11.5 µM | actives 0.2% (n = 330,000) | AID 504810;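 active means activity change below a set negative limit, meaning inhibition stronger than a set level, cut at about -70% in these data; inconclusive means activity change between two set negative limits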; further: on the % scale 0 is the no-effect control and ±100 the full control effect
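Freshly harvested TSHR cells receive pin-tooled compound, then EC80 TSH at 4nM final. After 2 hours at 37 deg C, antibody in lysis buffer and cAMP-d2 are added; 30 minutes at ambient temperature precede the HTRF read.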
hERG WT inh: KCNH2 (human, wildtype) channel inhibition. Q12809. actives 0.37% (n = 340,000). U2OS, BacMam KCNH2, thallium flux FluxOr; active compounds read low. activity change, % at 1.84 µM;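 active means maximum activity change below -70%; inconclusive means maximum activity change between -70% and -50%; inactive means maximum activity change above -50%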; further: on the % scale 0 is the no-effect control and ±100 the full control effect
Target sequence (Q12809 whole entry, looked up): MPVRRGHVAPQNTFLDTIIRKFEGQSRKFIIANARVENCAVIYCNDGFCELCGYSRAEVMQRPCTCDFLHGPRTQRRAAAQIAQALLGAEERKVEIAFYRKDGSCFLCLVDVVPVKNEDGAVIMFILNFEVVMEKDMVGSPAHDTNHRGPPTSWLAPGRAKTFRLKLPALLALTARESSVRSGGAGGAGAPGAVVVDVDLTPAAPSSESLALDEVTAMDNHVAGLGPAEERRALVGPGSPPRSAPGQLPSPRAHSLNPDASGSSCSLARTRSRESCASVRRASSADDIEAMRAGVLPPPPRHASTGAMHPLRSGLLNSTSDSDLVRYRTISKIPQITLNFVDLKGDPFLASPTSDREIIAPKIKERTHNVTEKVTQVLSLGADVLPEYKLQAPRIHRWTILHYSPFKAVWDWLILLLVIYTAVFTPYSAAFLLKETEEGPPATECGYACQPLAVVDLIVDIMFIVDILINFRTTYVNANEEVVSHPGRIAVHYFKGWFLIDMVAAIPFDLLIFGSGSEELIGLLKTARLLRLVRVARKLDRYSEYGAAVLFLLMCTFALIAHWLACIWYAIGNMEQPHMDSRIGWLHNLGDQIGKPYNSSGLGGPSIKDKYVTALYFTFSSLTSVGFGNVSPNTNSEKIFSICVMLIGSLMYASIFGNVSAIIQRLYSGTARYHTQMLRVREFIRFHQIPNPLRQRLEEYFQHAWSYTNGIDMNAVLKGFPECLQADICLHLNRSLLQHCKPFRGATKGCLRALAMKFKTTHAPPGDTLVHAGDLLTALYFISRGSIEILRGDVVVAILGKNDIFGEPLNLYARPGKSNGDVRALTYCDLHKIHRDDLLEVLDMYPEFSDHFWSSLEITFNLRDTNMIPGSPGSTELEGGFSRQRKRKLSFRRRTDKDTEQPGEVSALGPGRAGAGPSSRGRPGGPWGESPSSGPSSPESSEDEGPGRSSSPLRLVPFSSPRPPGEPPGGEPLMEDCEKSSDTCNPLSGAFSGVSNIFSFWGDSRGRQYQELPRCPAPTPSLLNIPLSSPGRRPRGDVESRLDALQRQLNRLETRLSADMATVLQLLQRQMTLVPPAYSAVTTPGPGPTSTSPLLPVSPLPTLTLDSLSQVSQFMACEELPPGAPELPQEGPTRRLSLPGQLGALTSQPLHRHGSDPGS
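U2OS cells were transduced with wild-type KCNH2 virus (2.03 x 10^8 / mL) for 4 h at room temperature, then cultured overnight at 37 C. Thallium flux was read with FluxOr dye. Rate constants were normalized to DMSO controls.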
Eya2 phos inh: blocks the phosphatase activity of human Eya2; Potency, µM (top dose mostly 76.9 µM), inactives show at the top dose activity, negative = inhibition, most hits filed as inhibitors; actives 0.006% (n = 330,000); O00167; recombinant Eya2, OMFP fluorescence dephosphorylation (OMFP is methylfluorescein phosphate); further: potency means the concentration at half of the fitted maximal effect; on the % scale 0 is the no-effect control and ±100 the full control effect
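Eya2 (0.2 uM) preincubated 10 min at ambient with compound, then OMFP substrate added at 50 uM; 10 min reaction in 50 mM HEPES pH 7.5, 50 mM NaCl, 5 uM MgCl2, 0.05% BSA, 1 mM DTT. Fluorescence read at Ex 485/Em 525 nm.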
* = called active by the depositor; ? = inconclusive; · = no result given; [ ] = remark or other dose. Unless noted, the call rests on the fitted dose curve; in most records, active means well fitted curve in the direction sought with a large enough effect; inconclusive means small, poorly fitted or top-dose-only effect, or another doubt; inactive means no such curve, though single readings can be large; an effect the other way counts as inactive or inconclusive. These rows are one share of the data, so the mix of outcomes need not match the whole.

Second line of a record: MBNL1-CUG inh	Eya2 phos inh	GALK inhibitor	TSHR antag	Chronic BCR inh	PKM2 act	Menin-MLL TR inh	S-ASM inh	Mito fusion yeast	hERG WT inh	USP2a block
> CC(C)c1ccc(/C=N/n2c(-c3ccccc3)n[nH]c2=S)cc1
    -2%	0%	2%	-3	?	-1%	42%[activator]	-11%	-10%	-19	0%
> NC(=O)CSc1nnc(Cn2c(=O)sc3ccccc32)n1-c1ccccc1
    -3%	3%	-3%	4	16%	-4%	3%	4%	-4%	-2	1%
> O=C(O)c1cccc(Nc2c([N+](=O)[O-])c(=O)oc3ccccc23)c1
    ·	-4%	-6%	-5	?	4%	·	0%	-1%	-2	1%
> COc1ccc(-c2cc(C#N)nc(N3CCN(C)CC3)n2)cc1
    -7%[11.5 µM]	4%	·	-24	1%	5%	4%	-1%	·	0	2%
> Cc1ccc(C2CC(=O)NC(SCC(=O)Nc3nccs3)=C2C#N)cc1 (stereo unspecified)
    -11%	13%	-1%	14	3%	11%	7%	6%	-8%	4	1%
> O=C(Cn1cncn1)c1ccccc1Br
    -2%	-2%	-2%	-1	7%	·	2%	8%	0%	3	2%
> Cc1ccsc1-c1nc(C(N)=O)c2[nH]c(=O)n(-c3ccc(Cl)cc3)c2n1
    -4%	2%	·	-1	1%	-2%	9%	161%[activator]	-2%	-2	7%
> CCCc1n(CC(O)COCc2ccccc2)c2ccccc2[n+]1C (stereo unspecified)
    1%	13%	2%	34	4%	0%	9%	-1%	-1%	10	10%
> O=[N+]([O-])c1cccc(-c2nnc3n2CCCCC3)c1
    ?	-6%	0%	2	-2%	-3%	10%	4%	5%	6	1%
> Cc1cc(OC(=O)CNC(=O)OC(C)(C)C)c2c(C)cc(=O)oc2c1
    2%	-8%	4%	-28	-7%	0%	8%	4%	-13%	-9	-3%

Second line of a record: MBNL1-CUG inh	Eya2 phos inh	GALK inhibitor	TSHR antag	Chronic BCR inh	PKM2 act	Menin-MLL TR inh	S-ASM inh	Mito fusion yeast	hERG WT inh	USP2a block
> C=CCn1c(C)nnc1SCC(=O)Nc1nccs1
    -3%	5%	-7%	20	0%	3%	3%	9%	1%	16	1%
> O=c1[nH]c(-c2ccccc2)nnc1-c1ccccc1
    ·	17%	-3%	-5	?	-16%	·	4%	-1%	3	4%
> Cc1ccc2[nH]c(=O)c(C(c3nnnn3CC3CCCO3)N3CCc4ccccc4C3)cc2c1 (stereo unspecified)
    ?	4%	1%	2	?	-2%	-17%	2%	0%	35	0%
> O=C(COC(=O)c1ccccc1C(=O)c1ccc(Cl)c([N+](=O)[O-])c1)NC1CC1
    ?	7%	11%	-36	?	·	2%	-2%	4%	5	-2%
> Cc1c(Cl)c([N+](=O)[O-])nn1CC(=O)Nc1c(C)n(C)n(-c2ccccc2)c1=O
    ?	?	7%	-6	-17%	-4%	17%	-1%	3%	0	-2%
> O=C(Nc1sc2c(c1C(=O)O)CCCCC2)c1ccccc1F
    -1%	0%	4%	-21	?	-1%	?	12%	-2%	-1	2%
> Cc1ccc(C(c2sc3nc(C)nn3c2O)N2CCOCC2)cc1 (stereo unspecified)
    117%[activator]	7%	0%	-8	0%	-1%	-3%	2%	-1%	5	1%
> CC12CCC(=O)N1C(C(=O)NNC(=O)c1ccccc1F)CS2 (stereo unspecified)
    ·	9%	·	2	1%	·	·	6%	-3%	-1	2%
> O=C(CCCN1C(=O)/C(=C/c2cccs2)SC1=S)Nc1ccc(O)cc1
    ?	-7%	2%	-12	?	·	?	-13%	2%	11	-7%
> CC(C)(C)c1ccc(/C=C/C(=O)NCCCn2ccnc2)cc1
    12%	0%	-3%	4	1%	·	-26%	-3%	8%	38	-1%

Second line of a record: MBNL1-CUG inh	Eya2 phos inh	GALK inhibitor	TSHR antag	Chronic BCR inh	PKM2 act	Menin-MLL TR inh	S-ASM inh	Mito fusion yeast	hERG WT inh	USP2a block
> CCCc1cc(=O)oc2c(C)c(OCC(=O)NC3CCN(Cc4ccccc4)CC3)ccc12
    -1%	1%	-8%	11	-1%	·	·	0%	-5%	23	3%
> Cn1cnnc1SCC(=O)Nc1ccccc1Sc1ccccc1
    -8%	10%	0%	-3	0%	21%	5%	1%	4%	5	5%
> Cc1[nH]n(-c2ccccc2)c(=O)c1/C=N/N1C(=O)c2ccc3c4c(ccc(c24)C1=O)CC3
    ?	-5%	0%	14	?	-3%	7%	-4%	-9%	-5	4%
> COCCCn1c(=O)c2ccccc2n(Cc2cccc(C)c2)c1=O
    -1%	7%	7%	-11	-7%	-10%[11.5 µM]	?	-2%	2%	-1	2%
> COc1ccc(C2SCC(C(=O)O)N2C(C)=O)cc1OC (stereo unspecified)
    -6%	-1%	0%	8	?	-2%	14%	5%	-5%	7	0%
> Cc1cccn2c(=O)c(/C=C3\SC(=S)NC3=O)c(NCCCN3CCOCC3)nc12
    ·	-9%	0%	19	?	?	·	-1%	3%	-19	5%
> CCOc1ccc(/C=C2\SC(=S)N(CCC(=O)O)C2=O)cc1
    ?	-1%	-2%	-6	?	-1%	·	-1%	0%	3	2%
> CC(=O)Oc1ccc(C(=O)Nc2ccc3c(c2)C(=O)N(CCC(=O)O)C3=O)cc1
    ?	11%	3%	2	11%	-5%	6%	-1%	-1%	-20	-1%
> Cc1ccccc1OCCn1c(S(=O)(=O)O)nc2c(N)ncnc21
    -4%	-12%	1%	1	-1%	·	0%	3%	-6%	24	5%
> CC(C)C(OC(=O)c1ccccc1)c1nccc2ccccc12 (stereo unspecified)
    -2%	-15%	·	-7	?	1%	·	-3%	0%	4	0%

Second line of a record: MBNL1-CUG inh	Eya2 phos inh	GALK inhibitor	TSHR antag	Chronic BCR inh	PKM2 act	Menin-MLL TR inh	S-ASM inh	Mito fusion yeast	hERG WT inh	USP2a block
> Cc1cccn2c(=O)c3cc(C#N)c(=N)n(Cc4ccncc4)c3nc12
    5%	8%	0%	-1	7%	-4%	12%	·	-1%	·	6%
> CN(c1ccccc1)S(=O)(=O)c1cccc(C(=O)Nc2nccs2)c1
    -4%	-5%	-1%	-18	6%	-1%	?	-9%	18%	-18	1%
> CCN(CC(=O)Nc1c(Cl)cccc1Cl)C(=O)C1CCN(c2ncnc3sc(C)c(C)c23)CC1
    ·	-2%	·	-8	-1%	·	·	·	4%	9	10%
> Cc1nn(CC(=O)O)c(=O)c2ccccc12
    -1%	-41%	-1%	1	?	-2%	·	1%	-10%	-6	-1%
> COc1ccc(CN2CCC(C(=O)N3CCCC(C)C3)CC2)cc1OC (stereo unspecified)
    6%	-4%	11%	-3	-1%	-5%	-20%	5%	3%	3	-1%
> CCCN(CCC)S(=O)(=O)c1ccc(C(=O)N2CCOCC2)cc1
    -3%	-13%	-1%	-1	?	5%	-5%	0%	-1%	-6	6%
> CCN(CC(=O)Nc1ccc2c(c1)OCCO2)C(=O)c1ccc(Cl)cc1Cl
    ·	20%	·	1	?	·	·	5%	1%	-47	-3%
> Clc1ccc(C2Nc3cccc4cccc(c34)N2)cc1
    3%	3%	-3%	?	0%	-2%[11.5 µM]	?	-6%	-3%	18	1%

Results in hERG WT inh, for 3 of the compounds above:
compound	hERG WT inh
O=C(COC(=O)c1ccccc1C(=O)c1ccc(Cl)c([N+](=O)[O-])c1)NC1CC1	5
CCOc1ccc(/C=C2\SC(=S)N(CCC(=O)O)C2=O)cc1	3
O=C(O)c1cccc(Nc2c([N+](=O)[O-])c(=O)oc3ccccc23)c1	-2
